# High-throughput results: PubChem, several laboratories
# PABP1 MLLE inh – inhibitors of PABP1 MLLE–PAM2 peptide binding, primary screen, biochemical, fluorescence polarization, FITC-PAM2, GST-MLLE | Polyadenylate-binding protein 1 (Homo sapiens), P11940 | inhibition, % at 20 µM | 360,000 compounds, 0.36% hits | AID 588489, 2011; in the data active means inhibition above about 35%, passing the limit was not always enough;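 further: plate controls were DMSO wells with GST-MLLE for no effect and wells lacking GST-MLLE protein for full effect; some results filed as inactive read as strong as hits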
# TbMetRS inhib – T. brucei MetRS inhibitors, primary screen, biochemical, luminescence | methionyl-tRNA synthetase (Trypanosoma brucei brucei) | purified T. brucei MetRS, ATP depletion, Kinase-Glo luminescence | inhibition, % at 11.9 µM | 360,000 compounds, 0.4% hits | AID 624268, 2012;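 active means inhibition above a per-plate cutoff of the control wells' mean inhibition plus 3 SD, cut at about 5.5% in these data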;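 further: 0% = DMSO wells median and 100% = median of wells with control inhibitor compound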
#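 Material – parasite MetRS enzyme · Medium – HEPES-MgCl2-KCl buffer plus DTT, spermine, BSA, pyrophosphatase · Reagent – ATP, methionine and E. coli bulk tRNA substrates · Times – 15 min enzyme-compound preincubation, 2 h reaction, 10 min detection, 25 °C · Measured by – luminescence of leftover ATP · Evaluation – percent inhibition relative to median high and low control wells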
# Rin1-Abl PPI inh – inhibitors of Rin1-Abl protein binding, primary screen, biochemical, TR-FRET; Tyrosine-protein kinase ABL1 (Homo sapiens) + Ras and Rab interactor 1 (Homo sapiens), …; inhibition, % at 7.35 µM; 360,000 compounds, 0.4% hits; AID 588664, 2011; in the data active means inhibition above about 5%, passing the limit was not always enough
# FAS TE block – FAS thioesterase domain inhibitors, primary screen, biochemical, fluorescence intensity, uHTS; recombinant FAS-TE, OMFH fluorogenic substrate, fluorescence endpoint; inhibition, % at 15 µM; 360,000 compounds, 0.67% hits; AID 602261, 2012;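 active means compounds whose normalised, plate-corrected inhibition of enzyme fluorescence in the single-dose primary screen is 50% or more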;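 further: 0% = DMSO with enzyme and 100% = substrate without enzyme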
# MsrA act – bovine MsrA enzyme activators, primary screen, biochemical, absorbance, HTS; activation, % at 10.6 µM; Methionine sulfoxide reductase A (Bos taurus); purified bovine MsrA, absorbance read-out; AID 602163, 2012; 360,000 compounds, 0.3% hits; in the data active means activation above about 7.5%;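 further: 0% = vehicle and 100% = reference activator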
# MsrA inhibitor – bovine MsrA enzyme inhibitors, primary screen, biochemical, absorbance, HTS; inhibition, % at 15.5 µM; AID 651718, 2012; 360,000 compounds, 0.75% hits; purified bovine MsrA, absorbance read-out; in the data active means inhibition above about 4.5%;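 further: 0% = vehicle wells with enzyme and 100% = reference inhibitor wells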
# eLon inh – inhibitors of E. coli Lon protease, primary screen, biochemical, fluorescence polarization. P0A9M0. purified E. coli Lon protease. inhibition, % at 7.94 µM. 360,000 compounds, 0.42% hits. AID 602123, 2011; in the data active means inhibition above about 13%, passing the limit was not always enough;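 further: 0% = enzyme with probe and DMSO and 100% = no enzyme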
# Neddylation inh – inhibitors of cullin neddylation, primary screen, biochemical, TR-FRET, uHTS, NAE and Ubc12 | 360,000 compounds, 0.58% hits | calls only at 25 µM | NEDD8-conjugating enzyme Ubc12 (Homo sapiens) + NEDD8-activating enzyme E1 regulatory …; in the data active means inhibition above about 36%
# Target sequence (P61081 whole entry, looked up): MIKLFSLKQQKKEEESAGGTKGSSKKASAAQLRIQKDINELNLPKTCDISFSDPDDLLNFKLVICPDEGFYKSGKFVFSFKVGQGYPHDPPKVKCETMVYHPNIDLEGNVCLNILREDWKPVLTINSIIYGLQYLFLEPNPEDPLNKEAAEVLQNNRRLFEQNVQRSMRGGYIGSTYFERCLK
# Target sequence (Q13564 whole entry, looked up): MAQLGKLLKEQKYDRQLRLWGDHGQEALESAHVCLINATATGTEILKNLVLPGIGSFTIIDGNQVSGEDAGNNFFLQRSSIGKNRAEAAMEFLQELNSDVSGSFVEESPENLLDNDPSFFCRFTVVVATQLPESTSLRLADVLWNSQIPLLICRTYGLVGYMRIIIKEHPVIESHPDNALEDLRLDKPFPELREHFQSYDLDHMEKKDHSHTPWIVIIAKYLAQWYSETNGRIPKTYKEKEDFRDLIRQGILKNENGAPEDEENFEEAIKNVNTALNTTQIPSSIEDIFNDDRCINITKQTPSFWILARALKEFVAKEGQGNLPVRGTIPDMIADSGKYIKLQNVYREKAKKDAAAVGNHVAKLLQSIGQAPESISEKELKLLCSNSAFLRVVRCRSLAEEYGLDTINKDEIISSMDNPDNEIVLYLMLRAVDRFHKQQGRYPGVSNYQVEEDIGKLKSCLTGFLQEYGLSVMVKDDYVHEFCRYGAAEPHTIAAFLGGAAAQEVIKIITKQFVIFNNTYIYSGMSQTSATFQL
# CSN inh – inhibitors of CSN-mediated cullin deneddylation, primary screen, biochemical, fluorescence polarization, uHTS; Purified CSN, SCF-Nedd8-OG deneddylation; inhibition, % at 12.5 µM; 360,000 compounds, 0.38% hits; AID 651999, 2013;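 active means pattern-corrected inhibition above about 35%, with an unprinted fluorescence ratio check between 0.5 and 1.5, limit read from the data, passing the limit was not always enough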;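 further: 0% = enzyme with substrate and 100% = substrate without enzyme; some results filed as inactive read as strong as hits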
# Target sequence (Q92905 whole entry, looked up, one chain of several): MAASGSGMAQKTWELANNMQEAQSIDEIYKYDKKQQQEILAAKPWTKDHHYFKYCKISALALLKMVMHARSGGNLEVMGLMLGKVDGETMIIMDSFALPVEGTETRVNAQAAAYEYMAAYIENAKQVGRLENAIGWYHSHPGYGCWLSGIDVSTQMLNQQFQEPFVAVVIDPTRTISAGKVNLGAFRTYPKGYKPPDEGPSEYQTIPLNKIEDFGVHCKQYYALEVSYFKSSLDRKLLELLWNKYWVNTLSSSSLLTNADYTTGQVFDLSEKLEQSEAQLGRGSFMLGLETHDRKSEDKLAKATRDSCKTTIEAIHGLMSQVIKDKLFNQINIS
#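 Assay system: purified human Csn5 enzyme expressed in HEK293T cells; Input: 0.24 nM Csn5 enzyme, final concentration; Reagent: 10 nM SCFSkp2-Nedd8OG; Compound dosing: 12.5 µM single point; Times: reaction 90 min, room temperature; Technique: fluorescence polarization readout.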
# * hit, by the source's call; i = inactive; · = not tested or not shown.
SMILES,PABP1 MLLE inh,TbMetRS inhib,Rin1-Abl PPI inh,FAS TE block,MsrA act,MsrA inhibitor,eLon inh,Neddylation inh,CSN inh
Cc1ncc2c(n1)-c1cc(F)ccc1SC2,17.7,-0.4,2.2,-1.3,3.0,0.1,-0.3,i,0.0
Cc1cccc(CC2CC(=O)N(C3CCCCC3)C2=O)c1 (configuration not stated),3.4,-0.6,1.9,6.8,-1.9,·,1.7,i,-2.3
CC(C)C(=O)Nc1c(C(=O)c2ccc(F)cc2)oc2ccccc12,9.3,-1.0,0.6,18.2,-3.5,-1.1,-5.4,·,3.4
CN(c1nc2nonc2nc1NC1CC1)C1CCOC1 (configuration not stated),23.6,0.7,2.6,-3.0,-2.6,5.0*,-8.6,i,1.1
Cc1sc2c(c1C)c(=O)n(-c1ccc(F)cc1)c(=O)n2CC(=O)NCc1ccco1,-10.6,-0.9,0.0,-15.1,-4.8,0.5,-2.4,i,0.6
C(=N\Nc1nc(-c2ccccc2)cs1)/c1cccs1,19.3,0.1,3.1,14.3,-4.6,0.4,-5.5,i,-1.6
COCCNC(=S)N1CCN(C)CC1,-19.6,0.6,-0.5,-6.7,-2.0,1.0,9.9,i,1.2
Fc1ccc(CN2CCSCC2)cc1F,-9.2,0.1,0.0,-4.0,-2.6,-0.6,7.0,i,-0.8
O=C(O)COc1ccccc1/C=N/NC(=O)c1ccc2c(c1)OCCO2,0.9,-0.1,0.9,-6.8,-3.5,3.4,-7.6,i,-1.1
CCOC(=O)C1(Cc2ccccc2)CCN(Cc2ccon2)CC1,13.4,-0.5,1.7,-2.7,-8.1,0.6,0.6,i,-10.2
CCOC(=O)c1[nH]c2ccccc2c1N=C(C)N(CC)CC,-1.5,-0.5,1.6,2.5,0.7,0.3,-3.9,i,-2.4
O=C(NCc1ccccn1)Nc1cccc(NC(=O)NCc2ccccn2)c1,2.4,1.1,-1.9,-2.2,0.5,-0.1,13.0,i,2.0
Cc1cccc2c1-c1sc(C(=O)NCCCN3CCc4ccccc4C3)cc1CO2,7.8,-0.5,-5.9,4.0,-0.4,0.2,2.4,·,-1.5
c1ccc(CNCCCNCCCCNCCCNCc2ccccc2)cc1,7.3,-0.4,0.0,-2.9,-1.4,1.1,-0.5,i,9.0
O=C(O)[C@H](Cc1ccccc1)N1C(=O)c2c(Cl)c(Cl)c(Cl)c(Cl)c2C1=O,5.0,-0.3,-0.9,-24.2,-6.9,1.0,-2.7,i,2.9
Cc1cccc(C)c1-n1nnnc1C1(C)CCC(=O)N1CC1CCCCC1 (configuration not stated),·,-1.6,·,0.6,-13.6,0.3,-1.6,i,-5.5
CC1CN(CCOc2ccccc2[N+](=O)[O-])CC(C)O1 (configuration not stated),4.7,-0.7,5.2,-0.2,-9.6,0.5,-3.1,i,-1.9
CCOc1cccc(/C=C(\C#N)C(=O)NC2CC2)c1,19.1,-1.0,0.7,0.0,-1.6,-1.2,-5.8,i,-1.1
COc1ccc(C2NC(=S)NC3=C2CCCC3=C2SCCS2)cc1 (configuration not stated),-87.8,-2.0,3.4,6.7,-9.1,-0.3,-3.9,i,1.8
O=C(Cn1cc([N+](=O)[O-])ccc1=O)NCC1COc2ccccc2O1 (configuration not stated),-3.7,-0.2,0.8,52.2*,-2.2,0.2,-4.9,i,-2.8
COc1cccc(-c2nnc(SC(C(=O)c3c[nH]c4ccccc34)c3ccccc3)n2C)c1 (configuration not stated),-18.2,0.8,-2.3,11.9,-5.2,-0.7,1.0,i,-1.0
CN(C)CCNc1ccc2nnn3c4ccc(O)cc4c(=O)c1c23,7.2,-0.1,-18.3,-5.0,-2.3,0.2,7.2,i,14.5
Cc1cc(OC(=O)c2ccccc2)n(CCC#N)n1,21.4,0.8,-2.2,-4.8,-2.9,3.0,5.2,i,11.0
CC(C)C(=O)NC(=S)Nc1ccc(S(=O)(=O)Nc2nccs2)cc1,15.7,0.6,-1.3,-4.0,1.0,-0.9,-5.9,i,-1.5
NC(=O)c1ccc(NS(=O)(=O)c2ccccc2F)cc1,4.7,0.3,-1.6,-4.8,-1.1,1.4,1.7,i,1.9
O=C(CC1C=Cc2ccccc2N1C(=O)c1ccccc1)c1ccccc1 (configuration not stated),-3.5,-1.1,-1.5,21.7,-2.0,0.2,-7.6,i,-4.3
Cc1cc(C)cc(C(=O)OCC(=O)Nc2cccc(S(=O)(=O)NC3=NCCCCC3)c2)c1,-34.1,-1.4,1.3,3.7,-11.2,0.0,0.5,i,-2.0
COC(=O)C1=C(C)N(c2ccc(OC)cc2)C(C)=C(C(=O)OC)C1c1ccc(OC)cc1,4.6,-0.3,4.6,7.3,-2.8,-1.3,-11.7,i,1.5
COc1ccc(-c2csc(Nc3ccc(S(=O)(=O)Nc4cc(C)on4)cc3)n2)cc1C,18.6,3.0,-2.4,16.6,-0.8,-0.2,14.2,i,4.2
CCOC(=O)c1cnc2ccc(C)cc2c1N(C)Cc1ccccc1,1.3,-0.6,-0.6,12.2,-8.0,-0.6,2.0,i,-2.2
CC(C)(C)c1nc2cc(Cl)c([N+](=O)[O-])cc2o1,3.5,0.1,-2.8,19.5,-3.2,0.8,-1.3,i,-5.0
CC(C)N1C(=O)CSC1c1ccc(Br)cc1 (configuration not stated),23.2,-0.6,1.8,-6.3,-4.6,0.6,-10.1,i,0.3
CNS(=O)(=O)c1cccc(C(=O)OCC(=O)Nc2cc(F)ccc2F)c1,-3.0,-0.5,1.4,-3.2,-2.0,1.1,-4.5,i,7.8
O=C(NCC(c1ccco1)N1CCc2ccccc21)c1ccccc1F (configuration not stated),1.7,-0.2,-3.7,3.9,-2.2,-1.1,6.9,i,1.7
O=C(CSCc1ccccc1)Nc1ccc2c(c1)OCO2,11.4,0.3,0.3,-0.2,0.7,0.2,-0.3,i,-2.1
O=C(NC1CCCC1)C(NS(=O)(=O)c1ccc(Br)s1)c1ccccc1 (configuration not stated),10.2,-0.6,-0.7,-3.8,-2.7,-0.1,-4.1,i,-12.4
Cc1ccc2nc(NC(=O)c3ccccc3F)sc2c1,6.7,-0.9,1.8,1.9,-1.0,-0.6,-2.1,·,1.8
O=[N+]([O-])c1ccc2ncnc(N3CCN(Cc4ccc5c(c4)OCO5)CC3)c2c1,-9.2,0.0,-0.1,81.7*,-1.9,0.4,-11.4,i,0.9
CCCc1cc(=O)oc2cc(C)cc(OCC(=O)NCCN3CCOCC3)c12,-9.7,-0.5,-0.1,-2.1,-0.9,0.8,-5.0,·,-9.1
COc1cc2c(cc1OC)C(=O)NCC(C)(C)O2,-4.9,0.1,-3.3,-5.0,-0.6,0.6,2.6,i,3.8

# A different layout for part of the listing above.
compound | PABP1 MLLE inh | TbMetRS inhib | Rin1-Abl PPI inh | FAS TE block | MsrA act | MsrA inhibitor | eLon inh | Neddylation inh | CSN inh
COCCNC(=S)N1CCN(C)CC1 | -19.6 | 0.6 | -0.5 | -6.7 | -2.0 | 1.0 | 9.9 | i | 1.2
Fc1ccc(CN2CCSCC2)cc1F | -9.2 | 0.1 | 0.0 | -4.0 | -2.6 | -0.6 | 7.0 | i | -0.8
O=C(O)COc1ccccc1/C=N/NC(=O)c1ccc2c(c1)OCCO2 | 0.9 | -0.1 | 0.9 | -6.8 | -3.5 | 3.4 | -7.6 | i | -1.1

# Remaining list, next part:
SMILES,PABP1 MLLE inh,TbMetRS inhib,Rin1-Abl PPI inh,FAS TE block,MsrA act,MsrA inhibitor,eLon inh,Neddylation inh,CSN inh
COc1ccc(CCNC(=O)c2cccs2)cc1,0.7,-0.2,-1.6,-3.8,-4.3,0.1,1.6,i,6.1
Cc1ccc(C(=O)NNC(=O)CSc2nnc(C3CC3)n2C)cc1,-1.5,-0.1,0.8,-4.9,-1.3,1.0,-10.7,i,-1.4
COc1cc(NC(=O)c2ccc(F)cc2)c(OC)cc1Cl,-2.0,-0.1,-1.1,2.9,-0.6,-0.4,5.8,i,-0.1
c1csc(-c2nnc(N3CCOCC3)c3ccccc23)c1,-9.0,0.2,-4.3,-2.6,-3.4,3.5,-9.6,i,-1.7
COc1ccccc1NC(=O)c1ccccc1C(=O)O,2.9,-0.2,0.3,-5.0,0.1,1.5,-6.2,i,-3.0
CCOC(=O)[C@]12CCC=C1N(Cc1ccc3c(c1)OCO3)C(=O)[C@H](CC(=O)NCCC(C)C)C2,·,-0.6,·,-2.1,-1.3,-0.6,11.9,i,0.6
C=C(C)Cn1c(CCn2c3ccccc3c3ccccc32)n[nH]c1=S,-19.0,-0.3,0.7,13.7,-1.6,-0.2,-10.0,i,0.2
CCOc1ccc2nc(N3CCCC(C(=O)NCCCN4CCOCC4)C3)sc2c1 (configuration not stated),-4.8,-0.5,1.1,-7.0,3.8,0.0,0.3,i,7.1
COc1ccccc1/C=C1\SC(=S)N(CCC(=O)NNC(=O)c2ccccc2OC)C1=O,17.9,-0.6,2.7,5.7,-1.9,0.1,-0.2,i,-4.4
Cc1ccc([N+](=O)[O-])cc1NC(=O)c1cccnc1,-13.0,-0.3,-1.0,-4.9,-10.1,0.4,0.4,i,-1.3

# Taken from above.
# `COc1ccccc1NC(=O)c1ccccc1C(=O)O` | MsrA inhibitor = 1.5
# `C=C(C)Cn1c(CCn2c3ccccc3c3ccccc32)n[nH]c1=S` | Rin1-Abl PPI inh = 0.7

# Going on with the list.
SMILES,PABP1 MLLE inh,TbMetRS inhib,Rin1-Abl PPI inh,FAS TE block,MsrA act,MsrA inhibitor,eLon inh,Neddylation inh,CSN inh
CC1CCCN(S(=O)(=O)Cc2ccc(Cl)cc2)C1 (configuration not stated),7.5,-0.8,-4.8,3.1,-1.3,1.4,1.3,i,7.0
O=C(CN1CCCN(Cc2ccc(F)cc2Cl)C1=O)NC1CCCCCC1,-4.9,-0.3,-1.7,5.9,-2.4,-0.7,-10.0,i,-1.9
CCn1c(=O)cc(OCC(=O)NC(C)c2ccc3c(c2)OCCO3)c2ccccc21 (configuration not stated),5.7,-0.1,-1.2,23.6,-4.9,-0.4,7.8,i,-2.4
S=C1NCN(CCc2ccccc2)CN1,-125.1,-0.1,-1.5,-7.5,-4.0,2.3,5.3,i,1.5
CCCCC(=O)Nc1cccc(NC(=O)c2ccc(Br)cc2)c1,10.0,-0.2,-0.8,-1.5,-4.5,0.5,-10.6,i,-1.3
CCC(C)(C)C1CCC(=NNC(=O)c2ccoc2C)CC1 (configuration not stated),-7.8,-0.2,-3.0,-1.5,-1.4,-0.7,-3.8,i,0.4
CCSc1nsc(NC(=O)Nc2ccccc2F)n1,10.0,7.0*,-0.4,2.2,-0.5,-0.7,0.0,i,-2.5
CC1=CC(=NOS(=O)(=O)c2ccc(C)cc2)CC(C)(C)C1,2.8,-0.4,1.2,27.5,-1.6,-1.8,8.0,i,-1.6
Cc1cc(C)c(CSc2ncc(-c3ccc([N+](=O)[O-])cc3)[nH]2)c(C)c1,-1.5,-0.4,-0.2,7.8,-1.5,0.8,-11.4,i,3.1
